H1N1 NS1A inhibition: H1N1 influenza NS1A inhibitors, functional cell based assay (AID 504329). NS1A functional cell-based assay, percent inhibition; higher % means a stronger effect. inhibition, % at 12.5 µM, or IC50 in µM where a hit was titrated. 340,000 tested, 0.3% active; in the data active means a potency from the dose series; inconclusive means inhibition above about 27% without an active follow-up result; further: strong numbers were not always called active
Salmonella PhoP GFP: Inhibition of PhoP regulon, Salmonella typhi GFP reporter cells, confirmation, 4 h (AID 1850) | one-dose inhibition, % at 50 µM; IC50 in µM for titrated hits | Salmonella Typhi PhoP-promoter GFP reporter, fluorescence, 4 h; higher % means a stronger effect | 310,000 tested, 0.33% active; in the data active means a potency from the dose series; inconclusive means inhibition mostly from about 25% at the one dose, without a potency; inactive means the rest, 99 in 100 with inhibition below about 19%;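 further: 0% = induced wells with vehicle and 100% = uninduced wells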
M. tuberculosis HTS: M. tuberculosis growth inhibition, HTS (AID 449762). 330,000 tested, 0.59% active. M. tuberculosis H37Rv growth inhibition, 7H9 media; higher % means a stronger effect. one-dose inhibition, % at 25 µM; IC50 in µM for titrated hits; in the data active means a potency from the dose series; inconclusive means inhibition above about 70% without an active follow-up result;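 further: bacterial growth assessed after seven days of incubation; strong numbers were not always called active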
VEEV TC-83 Vero: inhibitors of VEEV TC-83 cytopathic effect, confirmation, Vero cells (AID 588727); inhibition, % at 20 µM, or IC50 in µM where a hit was titrated; Vero cells, VEEV TC-83 cytopathic effect inhibition; higher % means a stronger effect; 350,000 tested, 0.13% active; in the data active means a potency from the dose series; inconclusive means inhibition mostly from about 14% at the one dose, without a potency; inactive means the rest, 99 in 100 with inhibition below about 12%; further: strong numbers were not always called active
tuberculosis growth: growth inhibition of non-replicating M. tuberculosis (AID 488890) | inhibition, % at 25 µM; hits with a dose series show IC50 in µM | 320,000 tested, 0.39% active | Mycobacterium tuberculosis non-replicating, growth inhibition; higher % means a stronger effect; in the data active means a potency from the dose series; inconclusive means inhibition mostly from about 82% at the one dose, without a potency; inactive means the rest, 99 in 100 with inhibition below about 76%;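 further: plate controls were DMSO cells for no effect and high antibiotic wells for full effect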
VEEV TC-83 Vero 10K pilot screen: recorded beside VEEV TC-83 Vero, whose call it bears; inhibition, %; measured here: 10K pilot screen inhibition
* marks the source's active call; other numbers are inactive results; i = inactive; ? = inconclusive; . = no result given; & = joins results of further samples.

SMILES	H1N1 NS1A inhibition	Salmonella PhoP GFP	M. tuberculosis HTS	VEEV TC-83 Vero	tuberculosis growth	others
COc1ccc(C(=O)NCC(=O)OCCCOC(=O)CNC(=O)c2ccc(OC)c(OC)c2)cc1OC	-10.7%	1.5%	4.9%	2.2%	10.8%
Cc1cccc(N(C)C(=O)CN(C)S(=O)(=O)c2ccc3c(c2)c(=O)n(C)c(=O)n3C)c1	4.2%	-16.3%	-1.4%	i	6.6%
CCCN(CC(=O)Nc1ccccc1C)C(=O)c1cccc(S(=O)(=O)N2CCc3ccccc3C2)c1	-7.7%	-6.5%	-8.4%	4.2%	34.1%
CN1CCN(S(=O)(=O)c2ccc(-c3ccccc3)cc2)CC1	-6.2%	-6.2%	-4.0%	0.9%	1.0%
CCOC(=O)/C(=N\Nc1ccc(C(C)=O)cc1)c1csc(Nc2ccccc2)n1	2.9%	-4.6%	-2.0%	3.1%	3.6%
COC(=O)N1CC(C)N(C(=O)OC)CC1C (stereo not given)	-5.4%	-3.7%	-8.4%	3.7%	-11.6%
CCn1nnc(NC(=O)c2ccc([N+](=O)[O-])o2)n1	-13.7%	52.3µM*	-1.2%	7.8%	9.04µM*
O=C(OC1CCCCC1=O)c1ccc(F)c(S(=O)(=O)N2CCOCC2)c1 (stereo not given)	-4.2%	-1.8%	-2.9%	0.9%	-11.3%
O=C/C(=C\Nc1ccc(S(=O)(=O)CCO)cc1)c1nc2cc(Cl)ccc2o1	6.6%	6.9%	9.5%	5.2%	71.6%
O=C(Nn1cnnc1)c1cc2cc(Br)ccc2oc1=O	3.3%	8.0%	-0.2%	i	-0.4%
NC(=S)Nc1ccc(Oc2ccc(NC(N)=S)cc2)cc1	-13.7%	0.6%	-3.4%	0.5%	66.5%
CN(CC(=O)Nc1ccc(Cl)cc1F)C1CCS(=O)(=O)C1 (stereo not given)	-14.7%	.	-0.8%	1.5%	.
CCOc1cc(NC(=O)c2ccco2)c(OCC)cc1NC(=O)Cc1cccc(OC)c1	-2.0%	10.1%	-5.8%	12.0%	14.8%
CCOC(=O)c1cnn(CCOC(=O)c2cccc(F)c2)c1NC(=O)c1cccc(F)c1	0.4%	0.2%	4.0%	i	-12.1%
Nc1c2c(nc3ccn(Cc4ccccc4)c(=O)c13)CCC2	-6.2%	-1.5%	13.7µM*	0.1%	3.6%
COc1ccc2c(c1)CCc1c(C(=O)NCCCn3ccnc3)noc1-2	-4.4%	-2.1%	10.1%	4.8%	39.7%
COc1cc(CN2CCN(S(=O)(=O)c3ccc(F)cc3)CC2)cc(OC)c1OC	1.8%	-4.7%&2.9%	3.8%	1.8%	-3.4%
CCOC(=O)c1c(NC(=O)c2cccc(N3C(=O)CCC3=O)c2)sc2c1CCN(CC)C2	-8.4%	-1.0%	3.7%	3.9%	-9.9%
CCc1cccc(C)c1NC(=O)COC(=O)C1CCN(S(=O)(=O)c2ccccc2)CC1	1.2%	7.5%	-2.1%	2.4%	-2.8%
CC(C)CCOc1ccc(C(=O)N2CCN(c3ncccn3)CC2)cc1	-1.4%	-3.7%	7.5%	0.7%	26.6%
C=C(C)CSc1nnc2n(C)c(=O)c3c4c(sc3n12)CCC4	-4.9%	0.6%	4.7%	2.7%	13.8%
O=C(Nc1ccccc1N1CCN(C(=O)c2ccccc2)CC1)c1ccc([N+](=O)[O-])o1	11.6%	.	.	31.7%	.
Cc1cc(C)c(C)c(S(=O)(=O)NCc2ccc(C(=O)N3CCCC3)cc2)c1C	-0.1%	8.3%	-5.4%	0.7%	6.5%
CN(NS(=O)(=O)c1ccc(Cl)cc1)c1nc(C(F)(F)F)nc2ccccc12	-13.0%	-3.2%	-2.4%	1.0%	17.2%
COC(=O)c1ccccc1NC(=O)c1ccnn1C	-2.5%	-11.7%	-0.7%	1.0%	6.5%
Cc1cccc(C=Nc2ccccc2C(N)=O)c1	2.6%	9.9%	1.5%	3.5%	5.0%
COc1ccc(-c2nnn(CC(=O)N3CCOCC3)n2)cc1	-2.4%	-5.7%	-5.5%	2.0%	2.9%
O=C(Nc1cccc(S(=O)(=O)NC2=NCCC2)c1)c1cnc(Cl)c(Cl)c1	-3.7%	.	-6.1%	0.8%	-0.4%
O=C(O)c1ccc2c(c1)C(=O)N(Cc1ccc3c(c1)OCO3)C2=O	4.7%	3.1%	-1.1%	2.6%	-7.0%
O=C(NNC(=O)c1cc(OCC(F)(F)F)ccc1OCC(F)(F)F)c1cccc(C(F)(F)F)c1	1.6%	4.3%	3.7%	7.1%	-6.8%
O=C(CC1NCCN(Cc2ccccc2)C1=O)Nc1ccccc1 (stereo not given)	.	5.1%	-6.7%	0.6%	-6.2%
Cc1cc(C)c2c(CN3CCN(Cc4ccccc4)CC3)cc(=O)oc2c1C	1.5%	-5.0%	49.1µM*	1.5%	13.9%
CCOc1ccc(-c2csc(NC(=O)CSC3=NC(=O)CN3C(C)=O)n2)c2ccccc12	13.5%	-2.6%	5.1%	3.6%	56.2%
N#CC1=C(SCC(=O)NC2CC2)NC(=O)C(C#N)C12CCCCC2 (stereo not given)	-4.8%	-8.5%	2.6%	i	-8.5%
COc1ccc(OC)c(N/C=C/C(=C(C#N)C#N)N(C)C)c1	.	6.5%	?	7.8%	53.0%
Nc1ccc(C(=O)N/N=C/c2sc(N3CCOCC3)nc2-c2ccccc2)cc1	-4.8%	0.0%	6.1%	10.2%	-13.7%
COc1ccc(S(=O)(=O)N(CC(=O)NC2CC2)c2ccc(C)cc2)cc1	1.1%	-5.5%	-6.3%	i	-4.5%
CCCCNC(=O)OCCNC(=O)NC	-16.0%	-10.5%	-7.5%	i	6.7%	VEEV TC-83 Vero 10K pilot screen=1.9
COc1ccc(NS(=O)(=O)c2cccc3cccnc23)cc1OC	-7.2%	-9.3%	2.1%	0.5%	7.0%
CCOC(=O)c1ccc(-c2ccc(C3Nc4ccccc4C(=O)N3O)o2)cc1 (stereo not given)	-2.9%	-8.0%	9.4%	4.1%	52.1%
CCCOc1ccc2[nH]c(C(=O)N/N=C/c3cc(OC)c(OC)c(OC)c3)cc2c1	-6.5%	-7.6%	4.3%	5.2%	33.0%
Cc1ccc(Cn2ccnc2C(=O)Nc2ccccc2)cc1	9.6%	-6.7%	7.3%	2.5%	12.9%
Cc1ccc(NC(=O)c2cc(-c3ccccc3)nn2-c2ccccc2)c(Br)c1	-4.7%	-9.9%	62.5%	i	77.5%
Cc1[nH]c(=S)[nH]c(=O)c1CCOc1ccccc1	21.1%	1.9%	0.8%	0.1%	33.8%
CCS(=O)(=O)CCSC(=N)N	5.5%	17.7%	25.8%	0.1%	-3.2%
COc1ccc(CNC(=O)CN2C(=O)NC3(CCCc4sccc43)C2=O)cc1OC (stereo not given)	-12.3%	.	5.4%	i	3.8%
CC(=O)Nc1ccc(S(=O)(=O)N2CC3(C)CC2CC(C)(C)C3)cc1 (stereo not given)	7.6%	3.9%	-1.8%	0.7%	4.5%
COc1ccccc1CN(Cc1nc2ccccc2c(=O)[nH]1)S(=O)(=O)c1ccc(C)cc1	2.6%	-14.3%	-8.4%	0.8%	21.3%
CCOC(=O)c1c(N)sc2c1CCC(CC)C2 (stereo not given)	11.2%	-6.1%	3.7%	2.9%	15.4%
CCN(Cc1nc2ccccc2c(=O)[nH]1)C(=O)CN1C(=O)NC2(CCCCC2C)C1=O (stereo not given)	-3.5%	.	-2.7%	3.1%	32.5%
COc1ccc(OC)c(S(=O)(=O)NC2CCSc3ccccc32)c1 (stereo not given)	6.8%	7.8%	6.2%	2.3%	0.0%
CC(C)N(C)CCOC(=O)c1ccccc1Br	-5.8%	-0.4%	7.2%	i	16.2%
O=C(/C=C/c1ccc(-c2ccccc2[N+](=O)[O-])o1)c1ccco1	4.5%	-6.2%	62.2%	12.6%	?
COc1ccc(CNC(=O)C2CC(=O)N(c3ccc(OCC(=O)N4C(C)CCCC4C)cc3)C2)cc1 (stereo not given)	2.3%	1.1%	1.8%	i	6.4%
Oc1ccccc1/C=N/Nc1nn[nH]n1	-4.1%	9.3%	4.5%	0.8%	2.0%
COc1ccc(NC(=O)CSc2nc3ccsc3c(=O)n2CCC(=O)O)c(OC)c1	3.5%	9.9%	0.6%	1.0%	2.3%
CCn1nc(C(=O)OCC(=O)N(CC(C)C)c2c(N)n(Cc3ccccc3)c(=O)[nH]c2=O)c2ccccc2c1=O	7.6%	-10.1%	-0.6%	0.3%	0.0%
COc1cccc(C2C(C#N)=C(N)OC3=C2C(=O)CC(c2ccco2)C3)c1OCc1ccc(F)cc1 (stereo not given)	6.0%	-6.0%	4.2%	1.8%	27.3%
CC(=O)Nc1cccc(NC(=O)Cc2cccs2)c1	-15.4%	-6.4%	-1.9%	0.7%	0.4%
Cc1cc(C)n2c(Br)c(CSc3nc4ccccc4o3)nc2n1	8.0%	-17.1%	6.1%	6.2%	18.5%

At a glance, some entries already given.
SMILES	H1N1 NS1A inhibition	Salmonella PhoP GFP	M. tuberculosis HTS	VEEV TC-83 Vero	tuberculosis growth	others
Cc1ccc(NC(=O)c2cc(-c3ccccc3)nn2-c2ccccc2)c(Br)c1	-4.7%	-9.9%	62.5%	i	77.5%
Cc1[nH]c(=S)[nH]c(=O)c1CCOc1ccccc1	21.1%	1.9%	0.8%	0.1%	33.8%
CCS(=O)(=O)CCSC(=N)N	5.5%	17.7%	25.8%	0.1%	-3.2%
COc1ccc(CNC(=O)CN2C(=O)NC3(CCCc4sccc43)C2=O)cc1OC (stereo not given)	-12.3%	.	5.4%	i	3.8%
CC(=O)Nc1ccc(S(=O)(=O)N2CC3(C)CC2CC(C)(C)C3)cc1 (stereo not given)	7.6%	3.9%	-1.8%	0.7%	4.5%
COc1ccccc1CN(Cc1nc2ccccc2c(=O)[nH]1)S(=O)(=O)c1ccc(C)cc1	2.6%	-14.3%	-8.4%	0.8%	21.3%
CCOC(=O)c1c(N)sc2c1CCC(CC)C2 (stereo not given)	11.2%	-6.1%	3.7%	2.9%	15.4%
CCN(Cc1nc2ccccc2c(=O)[nH]1)C(=O)CN1C(=O)NC2(CCCCC2C)C1=O (stereo not given)	-3.5%	.	-2.7%	3.1%	32.5%
COc1ccc(OC)c(S(=O)(=O)NC2CCSc3ccccc32)c1 (stereo not given)	6.8%	7.8%	6.2%	2.3%	0.0%
CC(C)N(C)CCOC(=O)c1ccccc1Br	-5.8%	-0.4%	7.2%	i	16.2%
O=C(/C=C/c1ccc(-c2ccccc2[N+](=O)[O-])o1)c1ccco1	4.5%	-6.2%	62.2%	12.6%	?
COc1ccc(CNC(=O)C2CC(=O)N(c3ccc(OCC(=O)N4C(C)CCCC4C)cc3)C2)cc1 (stereo not given)	2.3%	1.1%	1.8%	i	6.4%
Oc1ccccc1/C=N/Nc1nn[nH]n1	-4.1%	9.3%	4.5%	0.8%	2.0%
COc1ccc(NC(=O)CSc2nc3ccsc3c(=O)n2CCC(=O)O)c(OC)c1	3.5%	9.9%	0.6%	1.0%	2.3%
CCn1nc(C(=O)OCC(=O)N(CC(C)C)c2c(N)n(Cc3ccccc3)c(=O)[nH]c2=O)c2ccccc2c1=O	7.6%	-10.1%	-0.6%	0.3%	0.0%

Continuation:
SMILES	H1N1 NS1A inhibition	Salmonella PhoP GFP	M. tuberculosis HTS	VEEV TC-83 Vero	tuberculosis growth	others
CC(Oc1ccccc1F)C(=O)NNC(=O)C1CC(=O)N(c2ccc3c(c2)OCCO3)C1 (stereo not given)	-10.9%	-6.3%	-4.4%	3.0%	-6.4%
CCOC(=O)c1nnn(-c2nonc2-c2ccccc2)c1C	-17.9%	-5.9%	7.5%	3.0%	-2.4%
COC(=O)c1ccc(COC(=O)c2cnc(Cl)c(Cl)c2)cc1	4.8%	-22.1%	?	i	?
Oc1cccc(C(=S)N2CCCCC2)c1	-3.8%	-4.8%	-0.5%	1.0%	4.6%

Bioassay records as filed in PubChem.

The order is random, and some 1.5% of all compounds hit somewhere here.
